# Bioassay records from PubChem.
# AmpC inh detg: qHTS Inhibitors of AmpC Beta-Lactamase (assay with detergent). Potency, µM (doses to about 114 µM), for the others: top-dose activity change, negative = inhibition, actives largely listed as inhibitors. P00811. AmpC hydrolysis of nitrocefin, absorbance 480 nm, 0.01% Triton. hit rate 0.041% among 370,000;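 note: potency is the fitted concentration of half-maximal effect; 0% = no-compound wells and -100% = no-enzyme wells; nearly all actives have a fitted effect of over 25% in size; some results filed as inactive show a strong effect at the top dose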
# Target sequence (P00811 whole entry, looked up): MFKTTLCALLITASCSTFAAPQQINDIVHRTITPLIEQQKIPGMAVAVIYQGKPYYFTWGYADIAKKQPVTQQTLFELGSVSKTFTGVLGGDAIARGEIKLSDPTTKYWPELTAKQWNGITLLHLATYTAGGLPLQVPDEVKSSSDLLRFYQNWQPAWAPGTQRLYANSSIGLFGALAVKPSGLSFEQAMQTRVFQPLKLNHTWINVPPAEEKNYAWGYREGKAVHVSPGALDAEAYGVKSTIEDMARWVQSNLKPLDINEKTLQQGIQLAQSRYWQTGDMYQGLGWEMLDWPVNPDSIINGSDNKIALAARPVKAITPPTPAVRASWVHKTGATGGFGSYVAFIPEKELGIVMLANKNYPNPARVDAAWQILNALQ
#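 AmpC (5.3 nM in the dispensed reagent) in 20 mM phosphate pH 7.0 with 0.01% (detergent screen) or 0.0001% Triton X-100 was preincubated with compounds for 15 min at room temperature. Nitrocefin was then added from an 800 uM solution, and hydrolysis was followed at 480 nm.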
# HCMV inh: qHTS Assay for inhibitors of the human cytomegalovirus (HCMV); activity change, negative = inhibition, % at 57.5 µM; hit rate 4.5% among 410,000; AID 1259415, 2018; HFF cells, HCMV-luciferase reporter, 72 h; active compounds read low; in the data active = activity change below about -60%; inconclusive = no clear call, values can overlap the other calls; inactive = above about -39%
#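 Inhibition of viral replication was scored as loss of reporter luminescence in HFFs infected with HCMV-luciferase (MOI 1 PFU/cell) for 72 h; compounds tested at 2 doses, normalized to buffer and Salinomycin controls.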
# AmpC no deterg: qHTS Inhibitors of AmpC Beta-Lactamase (assay without detergent) | P00811 | AmpC nitrocefin hydrolysis, absorbance 480 nm, 0.0001% Triton | Potency, µM (doses to about 57.1 µM), inactives show at the top dose activity change, negative = inhibition, most hits filed as inhibitors | hit rate 0.52% among 330,000 | AID 485341, 2010;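 note: potency is the fitted concentration of half-maximal effect; plate controls were no compound for no effect and no enzyme for full effect; nearly all actives have a fitted effect of over 20% in size; some results filed as inactive show a strong effect at the top dose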
#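 AmpC (5.3 nM in the dispensed reagent) in 20 mM phosphate pH 7.0 with 0.01% (detergent screen) or 0.0001% Triton X-100 was preincubated with compounds for 15 min at room temperature. Nitrocefin was then added from an 800 uM solution, and hydrolysis was followed at 480 nm.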
# HCV inhibitor: qHTS Assay for Inhibitors of Hepatitis C Virus (HCV) | AID 651820, 2012 | Potency, µM (highest dose often 41.8 µM), without a hit: top-dose activity change, negative = inhibition, most hits filed as inhibitors | Huh7.5.1 HCVcc-Cre infection, luciferase reporter, 44 h | hit rate 3.4% among 340,000; note: potency is the fitted concentration of half-maximal effect
#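 A cell-based infection assay in which seeded cells (1,000 per well) receive test compound after 4 h, are inoculated with HCVcc-Cre at approximately 0.5 moi, and are incubated 44 h before luminescence detection.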
# AMA1 RON2 block: qHTS for Inhibitors of AMA1-RON; Towards Development of Antimalarial Drug Lead: Primary Screen; Plasmodium falciparum AMA1 (3D7) - RON2 peptide interaction; AlphaScreen AMA1-biotinylated RON2 peptide binding; Potency, µM (series often up to 58.2 µM), for inactives: at the highest dose activity change, negative = inhibition, hits mostly inhibitors; hit rate 0.2% among 360,000; AID 720542, 2013;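 note: potency is the fitted concentration of half-maximal effect; 0% = vehicle wells and -100% = peptide control; nearly all actives have a fitted effect of over 45% in size; some results filed as inactive show a strong effect at the top dose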
#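 AMA1 (3D7) with his tag at 25 nM final met compounds first, then biotinylated RON2 peptide at 25 nM; detection used donor plus acceptor beads, 10 µg/mL apiece, read by AlphaScreen after 30 min at room temperature.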
# LmPK inh: qHTS Assay for Inhibitors of Leishmania Mexicana Pyruvate Kinase (LmPK); Q27686; purified LmPK, Kinase-Glo ATP luminescence, 1 h; Potency, µM (series often up to 57.5 µM), for inactives: at the highest dose activity change, negative = inhibition, hits mostly inhibitors; hit rate 0.37% among 290,000; note: potency is the fitted concentration of half-maximal effect
# Target sequence (Q27686 whole entry, looked up): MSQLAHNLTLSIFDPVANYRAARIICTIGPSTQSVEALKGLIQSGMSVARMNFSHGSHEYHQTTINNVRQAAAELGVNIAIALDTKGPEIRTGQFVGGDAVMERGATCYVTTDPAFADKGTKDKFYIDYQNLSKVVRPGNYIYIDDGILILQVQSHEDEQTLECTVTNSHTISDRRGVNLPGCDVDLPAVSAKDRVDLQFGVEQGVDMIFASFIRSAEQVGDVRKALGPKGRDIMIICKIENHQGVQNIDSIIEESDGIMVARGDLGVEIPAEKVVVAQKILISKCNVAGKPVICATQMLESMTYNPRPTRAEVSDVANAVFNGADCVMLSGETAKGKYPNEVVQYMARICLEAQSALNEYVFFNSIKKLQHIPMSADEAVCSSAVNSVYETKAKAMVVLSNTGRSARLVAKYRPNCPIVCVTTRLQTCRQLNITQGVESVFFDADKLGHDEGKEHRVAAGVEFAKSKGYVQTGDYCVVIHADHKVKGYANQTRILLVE
#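 Purified LmPK (0.1 nM) converted ADP (0.1 mM) to ATP with PEP (0.5 mM) in imidazole buffer pH 7.2 with KCl and MgCl2, 1 h at room temperature. ATP was read by Kinase-Glo luminescence; data normalized to uninhibited and no-enzyme controls.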
# TbPYK inhibitor: qHTS of Trypanosoma Brucei Inhibitors; pyruvate kinase (Trypanosoma brucei), Q57TT1; TbPYK enzyme, Kinase-Glo Plus ATP luminescence, 45 min; Potency, µM (top dose mostly 76.8 µM), for the others: top-dose activity, negative = inhibition, actives largely listed as inhibitors; hit rate 0.12% among 410,000; AID 624173, 2012; note: potency is the fitted concentration of half-maximal effect; nearly all actives have a fitted effect of over 50% in size
#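 Luminescence from Kinase-Glo Plus, added after a 45-minute room-temperature reaction, served as the end-point read-out. The enzyme and substrate were preincubated with compound before ADP (130 uM final) initiated turnover. Concentration-effect curves came from normalized qHTS data.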
# * hit, by the source's call; ? = inconclusive; . = no result given; & = joins results of further samples; [ ] = another dose, or the depositor's remark. Unless noted, calls come from the whole dose curve; as a rule, active = well fitted curve in the direction sought with a large enough effect; inconclusive = small, poorly fitted or top-dose-only effect, or another doubt; inactive = no such curve, though single readings can be large; an effect the other way counts as inactive or inconclusive. Unless noted, % is set by controls: 0 for no effect and ±100 for the full control effect.
1: COc1ccc(CN(C)C(=O)C2CCN(S(=O)(=O)c3cccs3)CC2)cc1F
2: N#C/C(=C\c1ccncc1)c1ccc(NC(N)=O)cc1
3: CNc1ccc(S(=O)(=O)NCC(=O)NCCCc2ccccc2)cc1[N+](=O)[O-]
4: CCC(CC)c1nc(NCCC(=O)O)c2ccccc2n1
5: O=C(OCn1nnc2ccccc2c1=O)c1cccnc1Cl
6: COc1ccccc1-c1nn2c(=O)cc(CN3CCN(C(=O)/C=C/c4ccccc4)CC3)nc2s1
Assay by compound | 1 | 2 | 3 | 4 | 5 | 6
AmpC inh detg | 3% | 2% | 2% | -3% | 5% | -1%
HCMV inh | 29 | -23 | . | -25 | 87 | 17
AmpC no deterg | 0% | -10% | -7% | -11% | -7% | .
HCV inhibitor | 13% | -8% | 3% | 13% | 7% | .
AMA1 RON2 block | 12% | -1% | -16% | 18% | 7% | .
LmPK inh | . | 0% | -9% | 0% | 2% | .
TbPYK inhibitor | -11% | 4% | 0% | 2% | 1% | -1%

7: Cc1ccccc1N=C1c2cc([N+](=O)[O-])ccc2-c2ncccc21
8: COC(=O)c1ccc2c(c1)NC(=O)C(N(CC(C)C)CC(C)C)S2 (configuration not stated)
9: Cc1ccc(CNC(=O)C2CC2c2ccccc2)cc1 (configuration not stated)
10: COc1cc(NC(=O)c2ccco2)c(OC)cc1NC(=O)CCC(=O)Nc1cc(C)cc(C)c1
11: CCC(CO)NCc1ccccc1OC(C)C (configuration not stated)
12: COc1cccc(C2c3c(oc4cc(C)c(C)cc4c3=O)C(=O)N2CCCN(C)C)c1 (configuration not stated)
Assay by compound | 7 | 8 | 9 | 10 | 11 | 12
AmpC inh detg | -11% | -10% | -11% | 3% | -1% | 4%
HCMV inh | -28 | 0 | -8 | -6 | -32 | .
AmpC no deterg | -3% | -14% | -25% | 124%[activator] | -9% | 79%[activator]
HCV inhibitor | -10% | -3% | 3% | ? | 24% | -5%
AMA1 RON2 block | ? | -1% | 12% | -13% | -4% | 0%
LmPK inh | -3% | 1% | -2% | -1% | 12% | -5%
TbPYK inhibitor | -14% | 0% | -5% | -6% | -16% | 0%

# Overlap with the part before: 4 compounds, then new ones.
9: Cc1ccc(CNC(=O)C2CC2c2ccccc2)cc1 (configuration not stated)
10: COc1cc(NC(=O)c2ccco2)c(OC)cc1NC(=O)CCC(=O)Nc1cc(C)cc(C)c1
11: CCC(CO)NCc1ccccc1OC(C)C (configuration not stated)
12: COc1cccc(C2c3c(oc4cc(C)c(C)cc4c3=O)C(=O)N2CCCN(C)C)c1 (configuration not stated)
13: CC(C)OC(=S)N/C(=N\S(=O)(=O)c1ccccc1)c1ccccc1
14: COC(=O)[C@@H]1C[C@@]1(C)[C@@H](NP(=O)(c1ccccc1)c1ccccc1)c1ccccc1
15: CCc1ccccc1NC(=O)CSc1nnc([C@@H](NC(=O)OC(C)(C)C)C(C)C)o1
16: C=C(C)Cn1c(SCC(=O)N/N=C/c2ccccc2)nc2ccccc2c1=O
17: CC(C)c1nc(SCC(=O)NC2CCCC2)c2ccccc2n1
18: COc1cccc(NC(=O)c2ccccc2-c2nc(-c3ccc(Cl)cc3)no2)c1
Assay by compound | 9 | 10 | 11 | 12 | 13 | 14 | 15 | 16 | 17 | 18
AmpC inh detg | -11% | 3% | -1% | 4% | 0% | -17% | -13% | -8% | -13% | -14%
HCMV inh | -8 | -6 | -32 | . | 26 | 0 | -24 | 19 | -31 | -18
AmpC no deterg | -25% | 124%[activator] | -9% | 79%[activator] | -13% | 122%[activator] | 3% | -46% | -17% | -17%
HCV inhibitor | 3% | ? | 24% | -5% | 15% | -21%[8.37 µM] | -2% | 2% | -1% | ?
AMA1 RON2 block | 12% | -13% | -4% | 0% | 30% | -2% | -3% | 26% | 4% | 3%
LmPK inh | -2% | -1% | 12% | -5% | 0% | -1% | -1% | 2% | -1% | 4%
TbPYK inhibitor | -5% | -6% | -16% | 0% | -3% | 2% | -17% | -6% | -6% | -10%

19: CCCc1cc2c(=O)c(-c3ccc4c(c3)OCCO4)coc2cc1OC(=O)c1ccco1
20: FC(F)(F)c1cccc(Nc2nc(N3CCCC3)nc(N3CCCC3)n2)c1
21: CCc1ccc(NC(=O)C(=O)NCC(c2cccnc2)N2CCN(C)CC2)cc1 (configuration not stated)
22: CC(C)(C)CC(C)(C)c1ccc(OCC(=O)N/N=C/c2ccc(S(=O)(=O)O)o2)cc1
23: COc1ccc(C(CCNCc2ccccc2)c2ccc(F)cc2)cc1 (configuration not stated)
24: Cc1ccc(N(C(=O)c2ccco2)C2C=CS(=O)(=O)C2)cc1 (configuration not stated)
Assay by compound | 19 | 20 | 21 | 22 | 23 | 24
AmpC inh detg | -10% | -2% | -6% | -11% | -16% | -4%
HCMV inh | 34 | ? | -13 | 34 | -29 | -38
AmpC no deterg | -21% | -21% | . | -22% | 1% | -12%[11.4 µM]
HCV inhibitor | -1% | 10% | . | 14% | 6.3µM* | 5%
AMA1 RON2 block | 1% | 23% | . | -2% | -5% | 4%
LmPK inh | 4% | 2% | . | 2% | 4% | 0%
TbPYK inhibitor | 3% | 3% | 2% | -2% | -3% | 7%

# 4 structures already listed, ordered by molar mass, smallest number first:
24: Cc1ccc(N(C(=O)c2ccco2)C2C=CS(=O)(=O)C2)cc1 (configuration not stated)
23: COc1ccc(C(CCNCc2ccccc2)c2ccc(F)cc2)cc1 (configuration not stated)
20: FC(F)(F)c1cccc(Nc2nc(N3CCCC3)nc(N3CCCC3)n2)c1
22: CC(C)(C)CC(C)(C)c1ccc(OCC(=O)N/N=C/c2ccc(S(=O)(=O)O)o2)cc1
Assay by compound | 24 | 23 | 20 | 22
AmpC inh detg | -4% | -16% | -2% | -11%
HCMV inh | -38 | -29 | ? | 34
AmpC no deterg | -12%[11.4 µM] | 1% | -21% | -22%
HCV inhibitor | 5% | 6.3µM* | 10% | 14%
AMA1 RON2 block | 4% | -5% | 23% | -2%
LmPK inh | 0% | 4% | 2% | 2%
TbPYK inhibitor | 7% | -3% | 3% | -2%

# Next section:
25: C#CCOCCOCCOCCNc1nc(N2CCN(C(=O)C(Cc3ccc(O)cc3)n3cc(C(N)C(C)CC)nn3)CC2)nc(N2CCN(C(=O)C(Cc3ccc(O)cc3)n3cc(C(N)C(C)CC)nn3)CC2)n1 (configuration not stated)
26: CCOc1ccc(-c2c(C(=O)N/N=C/c3ccoc3)nnn2-c2nonc2N)cc1
27: COCCCn1c(N)c(C(=O)OCCOC)c2nc3ccccc3nc21
28: COc1ccccc1C(=O)NC(=S)NC12CC3CC(CC(C3)C1)C2
29: CCOC(=O)C1=C(c2ccccc2)NC(=O)NC1c1ccc(N(C)C)cc1 (configuration not stated)
30: CN1CCN(c2ncnc3c2ncn3[C@H]2CN(Cc3ccc(Cl)cc3)C[C@@H](CO)O2)CC1
Assay by compound | 25 | 26 | 27 | 28 | 29 | 30
AmpC inh detg | -5% | ? | -1% | 4% | 6% | .
HCMV inh | -37 | 7 | 7 | -36 | ? | ?
AmpC no deterg | 175%[activator] | -22% | -20% | -9% | -16% | .
HCV inhibitor | 22% | -1% | -1% | -2% | 7% | .
AMA1 RON2 block | -5% | 36%[activator] | 5% | -14% | -13% | -1%
LmPK inh | 2% | 1% | -3% | -8% | 2% | .
TbPYK inhibitor | 2% | 1% | -4% | -7% | 4% | 3%

31: COc1ccc(NC(=O)C2CC(=O)N/C(=N/NC(=O)c3ccc(Cl)cc3)S2)cc1 (configuration not stated)
32: CS(=O)(=O)N1CCc2cc(C(=O)N3CCN(c4ccccc4)CC3)ccc21
33: O=C1c2ccccc2NC(c2cccc(O)c2)N1Cc1ccco1 (configuration not stated)
34: CCc1cc2c(C)cc(=O)oc2cc1OC(=O)C1CCCN1C(=O)OC(C)(C)C (configuration not stated)
35: COCc1nc(-c2ccc(-c3ccc(C)cc3)nc2OC)no1
36: Cc1onc(-c2ccccc2Cl)c1C(=O)Nc1nn[nH]n1
Assay by compound | 31 | 32 | 33 | 34 | 35 | 36
AmpC inh detg | 4% | -4%&-1% | 12% | -3% | -22% | ?
HCMV inh | 16 | -28&-3 | 0 | . | 32 | 11
AmpC no deterg | -30% | -7% | -30% | 116%[activator] | 72%[activator] | -9%
HCV inhibitor | 13% | 6% | -1% | -7% | ? | 3%
AMA1 RON2 block | 75%[activator] | 10% | -1% | 24% | 11% | -1%
LmPK inh | 3% | 8% | 12% | 0% | 6% | 10%
TbPYK inhibitor | 0% | -9%&2% | -5% | 0% | -3% | -14%

37: Cc1cc(-c2csc(N)n2)c(C)n1-c1ccccc1
38: Cc1cccc(N2CCN(S(=O)(=O)c3ccc4c(c3)OCCO4)CC2)c1C
39: O=C(Nc1nc2c(s1)COc1ccccc1-2)c1cccs1
40: O=C(OCC(=O)N1CCc2ccccc21)c1cc(S(=O)(=O)N2CCOCC2)ccc1F
Assay by compound | 37 | 38 | 39 | 40
AmpC inh detg | -3% | -1% | ? | 0%
HCMV inh | -27 | -28 | 93 | -13
AmpC no deterg | -37% | -13% | -57% | 78%[activator]
HCV inhibitor | ? | ? | -15% | -5%
AMA1 RON2 block | 25% | -30% | 89%[activator] | -14%
LmPK inh | 0% | 1% | 0% | .
TbPYK inhibitor | -11% | 4% | ? | -24%
